Assay outcomes deposited in PubChem BioAssay by several laboratories.
Peg3 promoter: reduces Peg3 promoter-driven luciferase expression in HeLa | HeLa PEG-Prom luciferase reporter, luminescence, overnight | inhibition, % at 20 µM | 1.7% of 360,000 active | AID 588405;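 active = inhibition of at least 50% at 20 µM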
Vif inh: HIV Vif inhibition. 0.35% of 340,000 active. inhibition, % at 7.49 µM. HEK293T cells, Vif self-association by quenched fluorescence, imaging, 24 h; in the data active = inhibition above about 50%, passing the limit was not always enough; note: some results filed as inactive read as strong as hits
TRPM1 prom inh: MITF TRPM1 promoter inhibition in SK-MEL-5 cells; SK-MEL-5 TRPM1 promoter luciferase, 24 h; inhibition, % at 12.5 µM; 0.83% of 330,000 active;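 active = mean inhibition across replicates of 60% or more, whatever share of single replicates reaches that level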; note: values of inactives mirror those of a sister screen read the other way
PDI turbidity: blocks human protein disulfide isomerase activity. 0.052% of 350,000 active. P07237. PDI insulin aggregation turbidity, A650, 90 min. inhibition, % at 10 µM;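 active = mean inhibition across replicates of 30% or more, whatever share of single replicates reach that level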;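 note: absorbance from insulin aggregation driven by PDI reduction with DTT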
NR2E3 ag-1: agonists of human nuclear receptor NR2E3; AID 2300; GST-NR2E3/biotin-RetCOR TR-FRET, 1536-well; Q9Y5X4; 0.12% of 320,000 active; inhibition of corepressor binding, % at 4.78 µM;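 active = percent inhibition above the cutoff of mean plus 3 SD of all tested compounds, set per screening campaign, cut at about 20% in these data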;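 note: 0% = DMSO wells and 100% = biotin wells as full block of FRET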
Target sequence (Q9Y5X4 whole entry, looked up): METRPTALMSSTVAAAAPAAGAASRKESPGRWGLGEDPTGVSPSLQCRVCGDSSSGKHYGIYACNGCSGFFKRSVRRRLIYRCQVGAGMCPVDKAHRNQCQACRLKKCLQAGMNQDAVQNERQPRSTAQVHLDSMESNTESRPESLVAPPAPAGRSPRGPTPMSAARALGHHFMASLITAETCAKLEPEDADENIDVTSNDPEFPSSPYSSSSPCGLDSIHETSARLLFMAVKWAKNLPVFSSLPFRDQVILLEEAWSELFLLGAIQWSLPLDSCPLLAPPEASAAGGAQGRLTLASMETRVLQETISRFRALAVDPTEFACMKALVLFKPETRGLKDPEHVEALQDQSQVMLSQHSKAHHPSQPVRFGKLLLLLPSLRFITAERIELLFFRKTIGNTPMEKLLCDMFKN
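system = GST-tagged NR2E3 plus biotinylated RetCOR corepressor | input = 1.35 nM GST-NR2E3 | also added = 7 nM biotin-RetCOR | schedule = 5 h incubation at 4 °C | measured by = TR-FRET with europium anti-GST and streptavidin-D2, 340 nm excitation | read-out = percent loss of FRET ratio relative to control wells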
Shn3 3UTR inh: Schnurri-3 reporter inhibition in Clone20 osteoblasts; 0.52% of 360,000 active; inhibition, % at 12.5 µM; Clone20 osteoblast Shn3 3'UTR firefly luciferase, 24 h;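 active = mean inhibition of at least 75% with every replicate also reaching 75%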;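 note: 0% = median of neutral control wells and 100% = pilot-screen positive control compound; some compounds past the cut are filed as inactive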
NR2E3 ag-2: activates human NR2E3 receptor; Q9Y5X4; CHO-S Gal4-NCOR/VP16-NR2E3 two-hybrid, luciferase; inhibition of corepressor binding, % at 3.98 µM; 0.35% of 360,000 active; AID 602229;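 active = inhibition above the mean of all tested compounds plus 3 SD, cut at about 70% in these data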;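 note: 0% = DMSO with NR2E3 transfected cells and 100% = cells lacking NR2E3 construct; higher means lower luciferase signal from less NR2E3 corepressor binding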
CF NFkB inh: blocks PAF-induced NF-kB reporter in cystic fibrosis cells. KKLEB NF-kB-GFP reporter, GFP fluorescence overnight. inhibition, % at 5 µM. 0.86% of 360,000 active. AID 588850;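 active = at least 50% inhibition at 5 µM, scaled per plate between neutral and stimulator controls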;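 note: PAF is a Pseudomonas aeruginosa culture filtrate used as stimulus; plate controls were PAF-stimulated DMSO wells for no effect and unstimulated DMSO wells for full effect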
CaV13 FRET inh: Primary screen for inhibitors of IQ motif and Ca2+-dependent inactivation inhibitor domain binding in CACNA1D, Förster resonance energy transfer in living cells, …; HEK cells, CFP/YFP FRET ICDI-IQ, plate reader, 10 min; percent FRET-ratio fall versus neutral wells; inhibition, % at 12.3 µM; 0.098% of 340,000 active;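 active = mean replicate inhibition of at least 30% and at least 1% of replicates passing that level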;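 note: 0% = median of the neutral control wells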
KKLEB tox: CF airway cell cytotoxicity counter-screen; KKLEB CF airway cells viability, ATPlite luminescence, overnight; hits give low values; cells stimulated with P. aeruginosa culture filtrate; 0.36% of 360,000 active; activity change (cytotoxicity), % at 5 µM;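 active = corrected activity change at or below -50% at 5 µM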
HIF-2a block: HIF-2a inhibition | 786-0 RCC cells HIF-2a reporter, luciferase luminescence, overnight | inhibition, % at 18.8 µM | 0.72% of 360,000 active | AID 624352;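 active = inhibition of the luminescence signal of 40% or more relative to plate controls, in a single-dose primary screen at 18.75 µM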
* hit, by the source's call; x = no result given.

Fields – Peg3 promoter, Vif inh, TRPM1 prom inh, PDI turbidity, NR2E3 ag-1, Shn3 3UTR inh, NR2E3 ag-2, CF NFkB inh, CaV13 FRET inh, KKLEB tox, HIF-2a block
> O=C(O)CCN1C(=O)c2ccccc2Sc2ncccc21
  27, 4, 6, 7, 0, 13, -26, -10, -5, 9, 22
> CC(C)[C@H](NC(=O)c1ccccc1F)C(=O)OCC(=O)NC1CC1
  10, 6, 1, 3, x, 14, 14, -9, -2, 2, 10
> COC(=O)C1=C(C(=O)c2ccc(C)cc2)C(c2ccc(OC)c(OC)c2)n2nnnc2N1 (stereo not drawn)
  19, 11, -10, 9, 3, -9, 4, 15, x, -4, 9
> O=C(CN1CCN(C(=O)c2ccco2)CC1)Nc1ccc(Cl)c(S(=O)(=O)N2CCOCC2)c1
  19, 2, 2, 4, 0, 5, 1, -14, -3, 8, 23
> COc1ccc(C2c3[nH]c4ccccc4c3CCN2CCCn2cccn2)cc1C (stereo not drawn)
  -13, -1, 25, -12, 2, -13, -11, -18, 11, 7, -18
> COc1cc(-c2nc3cnccn3c2Nc2ccc(C(C)C)cc2)ccc1O
  11, -9, -27, 3, 5, -3, -64, -33, -7, -6, -39
> CC(O)c1ccc(Oc2cnccn2)cc1 (stereo not drawn)
  3, x, 2, -1, -1, 0, 13, -12, -17, 5, 6
> CCOc1ccc(NC(=O)CSc2nnnn2C2CCCC2)cc1
  -4, 13, 8, -10, 1, -1, -23, 12, -4, 2, -13
> O=[N+]([O-])c1csc2ccccc12
  11, 0, 4, 12, x, -16, -7, 8, -10, 4, 13
> O=C(COC(=O)c1ccc2ncsc2c1)NCc1ccc(Cl)cc1
  1, -1, -7, 2, 1, -8, -12, 44, -2, -11, -11
> O=C(CN1CCC(n2nnc3cc(C(F)(F)F)ccc32)CC1)N1CCc2ccccc21
  7, 4, 4, 10, 4, 34, 8, -3, x, -7, 13
> COCCCNC(NC(=O)c1ccc(Cl)cc1)C(Cl)(Cl)Cl (stereo not drawn)
  0, -4, 11, -1, 3, 30, 2, 2, -5, -6, 26
> CN(Cc1ccccc1)C(=S)Nc1ccc(OC(F)F)cc1
  -3, 4, 1, 1, 0, 6, -12, 13, -6, 7, -30
> Cc1ccc(S(=O)(=O)N(C)c2ccc3c(c2)C(=O)c2ccccc2-3)cc1
  17, x, x, x, x, -9, -17, 9, -12, -10, -4
> O=S(=O)(c1ccc(N2CCCC2)cc1)C(F)(F)F
  -50, -7, -18, 1, 0, 65, 21, 15, -5, 2, -34
> Cc1ccc(OCC(=O)O/N=C(\N)c2ccncc2)c(C)c1
  -389, -10, -160, -9, -2, -59, -181, -2, -4, 0, -197
> CCCS(=O)(=O)NC(=O)C1(C)CCN(C(=O)c2ccccc2Br)C1 (stereo not drawn)
  -4, x, x, -4, x, 2, -7, -6, x, 1, 16
> NC(=O)c1ccc(NC(=O)COC(=O)CCc2ccc(S(=O)(=O)N3CCCCC3)cc2)cc1
  -2, -5, -3, -10, 1, 15, -10, -2, -2, -7, 1
> O=C(Cn1nc(-c2ccccc2)ccc1=O)NCC1COCCO1 (stereo not drawn)
  2, 7, -6, 7, 1, 4, -5, -12, -3, 1, 18
> OCCN(CCO)c1nc2ccccc2[nH]1
  -3, 8, -2, 2, 2, 17, -2, 4, -3, 0, -1
> C[C@H](NS(=O)(=O)OCC(Cl)(Cl)Cl)C1CC1c1ccccc1 (stereo partly drawn)
  5, 13, -3, -9, -1, -1, 34, -12, -8, -10, 17
> COc1ccc(C(=O)N(C)CCCC2CCCC2)cc1OC1CCN(C(C)=O)CC1
  20, 1, -4, 0, -2, 5, -9, 4, -2, -6, 12
> Cc1ccc(C(=O)N2CCOCC2)cc1[N+](=O)[O-]
  -2, 0, -3, 2, 2, -16, -1, 11, -4, -9, 9

Five neighbouring compounds out of the list so far, quoted:
Fields – Peg3 promoter, Vif inh, TRPM1 prom inh, PDI turbidity, NR2E3 ag-1, Shn3 3UTR inh, NR2E3 ag-2, CF NFkB inh, CaV13 FRET inh, KKLEB tox, HIF-2a block
> O=C(O)CCN1C(=O)c2ccccc2Sc2ncccc21
  27, 4, 6, 7, 0, 13, -26, -10, -5, 9, 22
> CC(C)[C@H](NC(=O)c1ccccc1F)C(=O)OCC(=O)NC1CC1
  10, 6, 1, 3, x, 14, 14, -9, -2, 2, 10
> COC(=O)C1=C(C(=O)c2ccc(C)cc2)C(c2ccc(OC)c(OC)c2)n2nnnc2N1 (stereo not drawn)
  19, 11, -10, 9, 3, -9, 4, 15, x, -4, 9
> O=C(CN1CCN(C(=O)c2ccco2)CC1)Nc1ccc(Cl)c(S(=O)(=O)N2CCOCC2)c1
  19, 2, 2, 4, 0, 5, 1, -14, -3, 8, 23
> COc1ccc(C2c3[nH]c4ccccc4c3CCN2CCCn2cccn2)cc1C (stereo not drawn)
  -13, -1, 25, -12, 2, -13, -11, -18, 11, 7, -18
